Source: PubChem (Broad Institute)
EWS-Fli block: inhibitors of EWS/Fli oncoprotein transcriptional activity. A673 NR0B1-luciferase reporter, viability-normalised. inhibition, % at 12.6 µM. 350,000 compounds, 0.67% hits. AID 651661;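 active = mean inhibition of at least 50% after viability correction, with every replicate also passing that limit; inconclusive = mean reaches 50% but only one of two replicates passes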;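 also: firefly luciferase signal divided by Alamar Blue viability fluorescence both relative to DMSO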
DENV2 CPE: inhibitors of DENV2 cytopathic effect | DENV2-infected cells, cytopathic effect rescue, plate reader | CPE inhibition, % at 9.99 µM | 350,000 compounds, 1.7% hits | AID 651640; in the data active = CPE inhibition above about 20%, passing the limit was not always enough; inconclusive = no clear call, values can overlap the other calls; tested in BHK-21 cells;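 also: 0% = median of neutral control wells and 100% = median of positive control wells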
ARNT TACC3 PPI: disruptors of human ARNT/TACC3 interaction; Q9Y6A5; AlphaScreen His-ARNT PAS-B/GST-TACC3 binding, luminescence; TACC3 fragment carries E629A point mutation; inhibition, % at 9.99 µM; 390,000 compounds, 0.66% hits;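 active = mean inhibition of replicates at least 50% and at least half of replicates each reaching 50%; inconclusive = half or more replicates reach 50% but mean below 50%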;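 also: 0% = complete ARNT plus TACC3 wells and 100% = ARNT alone without TACC3; many hits fall short of the cut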
PAX8 inh HTS: inhibitors of PAX8 transcriptional activity in RMG-I cells | RMG-I TPO-luciferase reporter, SteadyGlo, 24 h | inhibition, % at 12.6 µM | 360,000 compounds, 1.2% hits | AID 652154;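 active = mean replicate inhibition at least 60% with every replicate also reaching 60%; inconclusive = only one of the two criteria is met; inactive = mean below 60% and not all replicates reaching 60%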;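 also: luciferase light reporting Pax8 driven TPO promoter activity; plate controls were median of neutral control wells for no effect and mitoxantrone controls for full effect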
CFTR F508del cor: CFTR F508del correction in bronchial cells; CFBE cells, YFP halide quenching; stimulated with forskolin plus potentiator P3; % fluorescence drop versus neutral controls; activity (quench increase), % at 7.58 µM; 350,000 compounds, 0.36% hits; AID 720511;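 active = mean added fluorescence quench of at least 8% versus neutral control, with both replicates also reaching 8%; inconclusive = only one of the mean or replicate conditions met; inactive = mean below 8% and not both replicates reaching 8%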;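 also: cells transiently co-express mutant CFTR-F508del with the halide-sensitive YFP; corrector assay measuring rescue of mutant channel to the surface after 24 h compound exposure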
INS-1E GSIS act: primary screen for activators of insulin secretion dependent on glucose, INS-1E cells, GLuc reporter luminescence | INS-1E GLuc reporter insulin secretion, 2-3 h | activation, % at 16.6 µM | 370,000 compounds, 0.61% hits | AID 743287;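 active = lowest replicate activation of at least 40%, so every replicate reaches that level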;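 also: 0% = median of neutral control wells and 100% = median of IBMX positive control wells; some compounds called inactive have numbers as strong as hits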
Xi reactivation: X-chromosome reactivation activator | activation, % at 7.58 µM | 360,000 compounds, 0.055% hits | XiGFP mouse fibroblasts, % GFP-positive cells imaging, 3 d; cells co-treated with 5-aza-dC sensitizer; scaled so ellipticine positive control = 100% | AID 743238;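 active = mean normalized replicate activation at least 10% and every replicate at or above 10%; inconclusive = only one of the two criteria met; inactive = mean below 10% and not all replicates reach 10%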;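 also: 0% = median of on-plate neutral control wells and 100% = ellipticine 6 µM median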
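System: XiGFP fibroblasts, SV40-immortalized. Medium: DMEM plus 5-aza-dC sensitizer. Doses: single point. Timing: 3 d treatment, 15 min room-temperature fixation. Control set: ellipticine 6 µM.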
ERp5 block: inhibitors of human ERp5; ERp5 insulin aggregation, absorbance 650 nm, 90 min; inhibition, % at 9.99 µM; 350,000 compounds, 0.05% hits; AID 651711;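 active = mean replicate inhibition above about 25%, with every replicate also reaching it, limit read from the data, passing the limit was not always enough; inconclusive = only one of those two criteria met; inactive = neither criterion met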
Target sequence (Q15084 whole entry, looked up): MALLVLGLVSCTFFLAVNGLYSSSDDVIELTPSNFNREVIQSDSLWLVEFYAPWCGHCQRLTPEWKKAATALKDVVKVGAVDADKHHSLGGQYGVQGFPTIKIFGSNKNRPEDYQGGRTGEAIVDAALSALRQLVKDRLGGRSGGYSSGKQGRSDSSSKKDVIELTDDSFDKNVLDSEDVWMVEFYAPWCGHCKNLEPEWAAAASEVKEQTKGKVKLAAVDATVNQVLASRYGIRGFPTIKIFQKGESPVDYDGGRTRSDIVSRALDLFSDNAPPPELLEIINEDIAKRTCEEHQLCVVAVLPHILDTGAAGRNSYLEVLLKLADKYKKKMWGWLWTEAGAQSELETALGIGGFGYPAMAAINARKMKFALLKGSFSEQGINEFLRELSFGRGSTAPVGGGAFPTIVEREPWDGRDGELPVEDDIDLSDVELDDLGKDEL
Active calls of the source: *; ? = inconclusive; . = not tested or not shown.

SMILES | EWS-Fli block | DENV2 CPE | ARNT TACC3 PPI | PAX8 inh HTS | CFTR F508del cor | INS-1E GSIS act | Xi reactivation | ERp5 block
CCOC(=O)N1CCN(C(=O)C2CC(c3ccccc3OC)=NO2)CC1 (configuration not stated) | 2 | -3 | -27 | . | 1.3 | 2 | . | 0
C[C@H](CO)N1C[C@H](C)[C@@H](CN(C)S(=O)(=O)c2ccc(Cl)cc2)Oc2c(NC(=O)c3ccncc3)cccc2C1=O | 2 | ? | 0 | 9 | 1.7 | -4 | 0.0 | 3
COc1ccc2[nH]c3c4c(ccc3c2c1)C(=O)C=CC4=O | 48 | -3 | 5 | 58 | -5.1 | 6 | 12* | 5
COC(=O)c1c(NC(=O)C(=O)NCC2CCCO2)sc2c1CC(C)(C)OC2 (configuration not stated) | 0 | 0 | 2 | 3 | -2.3 | 4 | 0.0 | 3
CCCN1C[C@H](C)[C@H](OC)CN(C)C(=O)c2cc(NS(=O)(=O)CC)ccc2OC[C@H]1C | 6 | -2 | 4 | . | 0.2 | 1 | 0.3 | -5
O=C(NCCCN1CCOCC1)C(=O)N/N=C/c1cccc2ccccc12 | 12 | 4 | -5 | 36 | -2.9 | . | 0.0 | -2
CCSc1nnc(NC(=O)NC2CCCCC2)s1 | -47 | 9 | 0 | 8 | 0.6 | -1 | -0.2 | -9
O=C(CNC(=O)C(c1ccccc1)c1ccccc1)OCc1ccccc1 | -1 | -10 | -2 | 4 | 3.6 | -4 | 0.1 | 2
O=C(CC(c1ccccc1)C1CCCCC1=O)c1ccccc1 (configuration not stated) | 6 | -1 | -6 | 4 | 0.7 | 0 | 0.1 | 4
C[C@H](CO)N1C[C@H](C)[C@H](CN(C)Cc2ccc(O)cc2)OCc2cn(nn2)CCCC1=O | 0 | -1 | -2 | . | 0.9 | 12 | -0.1 | 3
COc1ccc(-c2nc3c4ccccc4ccn3c2CN2CCOCC2)cc1OC | -124 | -3 | 17 | -110 | -0.6 | -18 | -0.1 | 16
O=C(NCc1cccnc1)c1cc(C2CCCN(C(=O)CCCc3ccccc3)C2)on1 (configuration not stated) | 3 | 0 | . | 20 | -0.9 | -14 | -0.1 | 1
Cc1cc(SCc2ccccc2F)nc(=O)[nH]1 | 1 | 2 | -2 | -16 | 0.6 | -1 | 0.0 | 5
O=C(Nc1ccccc1)Nc1nnc(SCc2ccc(Cl)cc2)s1 | 0 | 17 | -7 | 12 | 0.5 | 3 | 0.1 | 2
O=C(CSc1nc2ccccc2c(=O)n1-c1ccccc1F)NC1CC1 | 6 | 22* | -3 | -5 | . | . | 0.6 | 5
CCCCCc1c(-c2ccc(F)cc2)ncn1CCc1ccccc1OC | 38 | -2 | . | -3 | 2.5 | 68 | 0.2 | -1
COCCn1nnnc1C(c1ccccn1)N1CCN(c2cc(C)ccc2C)CC1 (configuration not stated) | . | -11 | -2 | . | . | 7 | . | -2
NC(c1csc(NC(=O)Nc2ccc(OC(F)(F)F)cc2)n1)C1CCCCC1 (configuration not stated) | 55* | 9 | . | 25 | 3.9 | -1 | 0.0 | -1
CCC(C)c1ccc(NC(=O)C/C(C)=N/NC(=O)c2cnccn2)cc1 (configuration not stated) | 2 | 7 | -4 | 8 | -0.6 | 3 | 0.0 | 2
CC(C)(C)c1ccccc1NC(=O)c1ccc2c(c1)SC1=NS(=O)(=O)CCN12 | 6 | 0 | -2 | 16 | 2.3 | 38 | -0.1 | -8
CO[C@@H]1CN(C)C(=O)c2ccc(NC(=O)C3CCCCC3)cc2OC[C@H](C)N(Cc2cccnc2)C[C@H]1C | 3 | 8 | -4 | 1 | -0.5 | 0 | 0.1 | -2
O=C(CCSc1ccccn1)Nc1ccc(Br)cc1 | -76 | -11 | 0 | -73 | -1.5 | -32 | -0.1 | 3
CC(C)(O)C#Cc1ccc(CN2CCN(C3CCCCC3)C(CCO)C2)cc1 (configuration not stated) | -8 | -3 | -14 | -12 | -2.0 | 11 | -0.1 | 1
CCC(C(=O)O)N1C(=O)C2CCCCC2C1=O (configuration not stated) | 2 | -3 | -9 | -3 | 0.7 | -3 | 0.1 | -5
CC(=O)Nc1ccc(NC(=O)c2c(-c3ccccc3Cl)noc2C)cc1 | -3 | 6 | -2 | 16 | 3.0 | -11 | 0.1 | 4

Fetched by compound from the entries so far, three records:
SMILES | EWS-Fli block | DENV2 CPE | ARNT TACC3 PPI | PAX8 inh HTS | CFTR F508del cor | INS-1E GSIS act | Xi reactivation | ERp5 block
COc1ccc(-c2nc3c4ccccc4ccn3c2CN2CCOCC2)cc1OC | -124 | -3 | 17 | -110 | -0.6 | -18 | -0.1 | 16
C[C@H](CO)N1C[C@H](C)[C@@H](CN(C)S(=O)(=O)c2ccc(Cl)cc2)Oc2c(NC(=O)c3ccncc3)cccc2C1=O | 2 | ? | 0 | 9 | 1.7 | -4 | 0.0 | 3
CCOC(=O)N1CCN(C(=O)C2CC(c3ccccc3OC)=NO2)CC1 (configuration not stated) | 2 | -3 | -27 | . | 1.3 | 2 | . | 0

Going on with the list.
SMILES | EWS-Fli block | DENV2 CPE | ARNT TACC3 PPI | PAX8 inh HTS | CFTR F508del cor | INS-1E GSIS act | Xi reactivation | ERp5 block
CN1C(=O)c2ccc(NC(=O)c3ccc(N4CCCCC4)c([N+](=O)[O-])c3)cc2C1=O | . | . | 1 | 7 | . | -9 | 0.2 | .
Cn1c(=O)c2cc(NC(=O)NCc3ccc(F)cc3)ccc2n1C/C=C/c1ccccc1 | 56* | 3 | . | 25 | 1.0 | . | 0.5 | 0
CN1CCN(C(=O)C[C@@H]2C[C@@H]3c4cc(NC(=O)Nc5ccccc5)ccc4O[C@@H]3[C@@H](CO)O2)CC1 | 0 | -1 | -9 | -8 | -3.0 | 4 | -0.1 | .
O=[N+]([O-])c1ccc(CN2[C@H](COCc3ccccc3)[C@@H](N3CCCC3)CS2(=O)=O)cc1 | 1 | -5 | . | 8 | -2.9 | -19 | . | -1
CCOC(=O)c1c(C)[nH]c(C(=O)OCC(=O)N(CC(C)C)c2c(N)n(Cc3ccccc3)c(=O)[nH]c2=O)c1C | 2 | ? | . | 21 | -5.0 | 28 | 0.1 | 1
Cc1cc(C)cc(C(=O)Nc2nc3ccccc3[nH]2)c1 | -23 | -1 | 5 | -209 | 3.0 | -3 | 0.3 | 2
COc1ccc(NC(=O)N[C@H]2CC[C@H](CCNC(=O)CN3CCOCC3)O[C@H]2CO)cc1 | 1 | ? | -2 | -7 | 0.0 | 1 | 0.3 | 14
CCC(=O)N(C)C[C@H]1Oc2cc(Br)ccc2S(=O)(=O)N([C@H](C)CO)C[C@H]1C | -4 | 16 | -5 | . | 0.5 | 25 | -0.5 | -1
C[C@H](CO)N1C[C@H](C)[C@@H](CN(C)C(=O)C2CCOCC2)Oc2cc(-c3ccc(F)cc3)ccc2S1(=O)=O | 1 | ? | -7 | . | 0.7 | 11 | -0.7 | 0
COc1ccc(NC(=O)COC(=O)C2CCN(C(=O)c3ccc(Cl)cc3)CC2)c([N+](=O)[O-])c1 | -2 | -2 | 4 | 8 | 6.5 | -20 | 0.0 | 2
O=C(C[C@@H]1C[C@H]2c3cc(NC(=O)Nc4ccccc4)ccc3O[C@H]2[C@@H](CO)O1)NCC(F)(F)F | 6 | 2 | -6 | -7 | 1.7 | -3 | 0.0 | -2
COc1ccc(-c2csc(NC(=O)C3CC(=O)N(Cc4ccccc4)C3)n2)cc1OC (configuration not stated) | 7 | -4 | 10 | 20 | -0.1 | -4 | 0.3 | 1
CCCN(C)C[C@H]1Oc2cc(C#C[C@@H](C)O)ccc2S(=O)(=O)N([C@H](C)CO)C[C@H]1C | 4 | -4 | 27 | . | -2.4 | 6 | -0.4 | 6
CC1(C(=O)OCC(=O)Nc2ccc(Cl)cn2)CC1(Cl)Cl (configuration not stated) | -35 | 13 | -5 | -78 | 1.0 | . | 0.3 | 1
OC[C@H]1[C@@H](c2ccc(Br)cc2)[C@H]2CN(Cc3ccccn3)CCCCN21 | 3 | 3 | 23 | 0 | 0.9 | 10 | 0.3 | 3
CCc1cccc(C)c1NC(=O)C1CN(S(=O)(=O)c2ccccc2)CCN1S(=O)(=O)c1ccccc1 (configuration not stated) | . | . | 1 | -6 | . | -27 | 0.3 | .
Nc1c(C(=O)OCC(=O)Nc2ccc(OC(F)F)cc2)[nH]c(=O)[nH]c1=O | -4 | 12 | -8 | 4 | -1.8 | 29 | 0.2 | 9
Cc1ccc(C(=O)COC(=O)COc2ccc(C)c(C)c2)cc1 | 0 | -7 | -4 | -2 | -0.5 | -4 | 0.0 | -2
CN1CCN(CCCNC(=O)c2ccc(/C=C3\Sc4ccccc4N(Cc4ccccc4F)C3=O)cc2)CC1 | 8 | -7 | 8 | -1 | -2.3 | 120* | . | 5
C[C@H]1CN([C@@H](C)CO)C(=O)Cc2cc(NC(=O)c3ccncc3)ccc2O[C@@H]1CN(C)Cc1ccncc1 | -4 | 19 | -6 | -17 | -0.4 | 8 | -0.8 | 6
CCC(c1nnnn1-c1ccc2c(c1)OCCO2)N1CCN(Cc2c(F)cccc2Cl)CC1 (configuration not stated) | -1 | 2 | . | 4 | -1.1 | -8 | 0.1 | -1
CC(=O)Nc1ccc(-c2sc(Nc3ccccc3)n[n+]2C)cc1 | 1 | -5 | -13 | 7 | 0.4 | -7 | 1.0 | -1
CCNC(=O)Nc1ccc2c(c1)C(=O)N(C)[C@H]1CC[C@H](CC(=O)Nc3ccccc3F)O[C@@H]1CO2 | 5 | 2 | -8 | 7 | -2.5 | -4 | 0.2 | .
CO[C@H]1CN(C)C(=O)c2cc(NC(C)=O)ccc2OC[C@@H](C)N(CCc2ccccc2)C[C@H]1C | 19 | -7 | . | . | 1.4 | 0 | 0.0 | 13
CSc1nnc(C)c(=O)n1COC(=O)/C=C/c1ccc2c(c1)OCO2 | 5 | -3 | 18 | 7 | -2.5 | -14 | 0.4 | 2
Cc1ccc(CCN2CC(C(=O)NCCCN3CCC(C)CC3)CC2=O)cc1 (configuration not stated) | . | 5 | 0 | -17 | -1.9 | 7 | 0.1 | -2
CC(=O)NCc1ccc(S(=O)(=O)N2CCCN(C)CC2)cc1 | 11 | 3 | -5 | 19 | 2.3 | 4 | 0.1 | 3

One compound at a time (already shown). Order of values: EWS-Fli block | DENV2 CPE | ARNT TACC3 PPI | PAX8 inh HTS | CFTR F508del cor | INS-1E GSIS act | Xi reactivation | ERp5 block
`CO[C@H]1CN(C)C(=O)c2cc(NC(C)=O)ccc2OC[C@@H](C)N(CCc2ccccc2)C[C@H]1C` is listed as 19 | -7 | . | . | 1.4 | 0 | 0.0 | 13
`Cc1ccc(C(=O)COC(=O)COc2ccc(C)c(C)c2)cc1` is listed as 0 | -7 | -4 | -2 | -0.5 | -4 | 0.0 | -2
`CCC(=O)N(C)C[C@H]1Oc2cc(Br)ccc2S(=O)(=O)N([C@H](C)CO)C[C@H]1C` is listed as -4 | 16 | -5 | . | 0.5 | 25 | -0.5 | -1
`Nc1c(C(=O)OCC(=O)Nc2ccc(OC(F)F)cc2)[nH]c(=O)[nH]c1=O` is listed as -4 | 12 | -8 | 4 | -1.8 | 29 | 0.2 | 9
`Cn1c(=O)c2cc(NC(=O)NCc3ccc(F)cc3)ccc2n1C/C=C/c1ccccc1` is listed as 56* | 3 | . | 25 | 1.0 | . | 0.5 | 0
